Screening data as filed in PubChem BioAssay.
AMPAR-TARP mod: modulates AMPAR-stargazin complexes. O88602+P19491. HEK293 GluA2+stargazin, membrane potential dye (FDSS), glutamate EC50; hits were called plate by plate, in both directions. calls only at 30 µM. 3.5% of 40,000 active;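 active = any of four per-well response measures lying three or more SD from its plate-wide compound average, in either direction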
Target sequence (O88602 whole entry, looked up): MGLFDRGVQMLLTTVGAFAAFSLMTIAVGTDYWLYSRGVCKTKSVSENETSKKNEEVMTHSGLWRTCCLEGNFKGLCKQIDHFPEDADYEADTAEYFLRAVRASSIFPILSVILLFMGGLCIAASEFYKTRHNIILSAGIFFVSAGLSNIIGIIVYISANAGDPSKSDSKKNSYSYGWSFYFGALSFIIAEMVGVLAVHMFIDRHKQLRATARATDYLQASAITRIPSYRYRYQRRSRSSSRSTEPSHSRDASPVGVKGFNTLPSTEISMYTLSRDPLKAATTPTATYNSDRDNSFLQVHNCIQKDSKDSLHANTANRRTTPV
Target sequence (P19491 whole entry, looked up): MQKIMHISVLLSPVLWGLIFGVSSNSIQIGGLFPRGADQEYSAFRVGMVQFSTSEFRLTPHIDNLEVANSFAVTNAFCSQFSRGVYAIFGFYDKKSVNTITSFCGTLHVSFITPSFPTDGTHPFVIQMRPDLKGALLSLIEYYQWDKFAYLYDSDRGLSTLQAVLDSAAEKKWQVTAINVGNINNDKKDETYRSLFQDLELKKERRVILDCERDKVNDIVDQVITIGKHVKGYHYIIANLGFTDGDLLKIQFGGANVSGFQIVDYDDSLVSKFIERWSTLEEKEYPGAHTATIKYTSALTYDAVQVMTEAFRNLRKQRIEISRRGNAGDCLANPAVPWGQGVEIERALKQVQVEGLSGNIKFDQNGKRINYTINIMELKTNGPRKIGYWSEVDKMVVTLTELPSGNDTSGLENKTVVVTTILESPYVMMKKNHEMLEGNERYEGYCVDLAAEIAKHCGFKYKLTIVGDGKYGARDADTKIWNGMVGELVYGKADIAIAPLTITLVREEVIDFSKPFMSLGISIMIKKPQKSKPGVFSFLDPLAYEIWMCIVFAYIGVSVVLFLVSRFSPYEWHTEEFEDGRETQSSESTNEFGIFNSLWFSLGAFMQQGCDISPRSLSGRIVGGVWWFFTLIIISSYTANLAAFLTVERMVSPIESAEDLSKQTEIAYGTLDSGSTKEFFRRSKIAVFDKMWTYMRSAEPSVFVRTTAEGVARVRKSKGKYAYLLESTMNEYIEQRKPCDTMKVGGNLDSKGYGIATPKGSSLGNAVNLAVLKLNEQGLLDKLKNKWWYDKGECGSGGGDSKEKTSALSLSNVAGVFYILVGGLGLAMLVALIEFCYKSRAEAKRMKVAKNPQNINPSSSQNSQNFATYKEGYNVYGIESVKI
AMPAR-TARP mod agonism max-min: further read-out of AMPAR-TARP mod, marked with its call; compound max-min signal; compound-alone response (agonism);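 unitless range of fluorescence divided by baseline over first 100 seconds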
AMPAR-TARP mod glutamate slope: second read-out of AMPAR-TARP mod, no call of its own (marks repeat the call); glutamate slope, % of max; measured here: glutamate response slope, % max;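 scaled per plate between vehicle wells and maximal 1 mM glutamate control wells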
* = called active by the depositor; i = inactive; + = active, no number; & = joins results of further samples. Not all compounds are listed (hit frequency here may not be typical).

SMILES	AMPAR-TARP mod	AMPAR-TARP mod agonism max-min	AMPAR-TARP mod glutamate slope
COCCNC(=O)Cn1nc2c(c1NC(=O)c1cc(-c3ccccc3)on1)CSC2	i	0.11	62
OC(COc1ccc2c(c1)OCO2)CN1CCOCC1 (configuration not stated)	i	0.043	55
O=C(CC1CCCCC1)NCCOc1ccc2nnc(-c3ccc(F)cc3)n2n1	i	0.095	70
O=C(CC1CCCC1)NCCn1ncc2c(N3CCN(Cc4ccccc4)CC3)ncnc21	i	0.065	65
Cc1nc(SCC(=O)NCc2ccc3c(c2)OCO3)c(C#N)c2c1CCCC2	i	0.1	68
Cc1cc(C(=O)Nc2ccc3c(c2)CN(C(=O)c2cccs2)CC3)no1	i	0.085	57
O=C(c1ccsc1)N(c1ccccc1)C1CCCCC1	i	0.12	75
CC1CS(=O)(=O)N(c2cccc(C(=O)N3CCN(c4ncccn4)CC3)c2)C1=O (configuration not stated)	i	0.17	78
Cc1ccc(S(=O)(=O)c2c(C)nn(-c3ccccc3)c2OC(=O)C2CCCCC2)cc1	i	0.067	30
O=C(Nc1ccc(F)c(F)c1F)c1ccc(=O)n(Cc2ccccc2)c1	i	0.12	63
CC(C(=O)Nc1cccc(Cl)c1)N1C(=O)c2ccccc2S1(=O)=O (configuration not stated)	i	0.075	55
COc1ccccc1CNC(=O)c1ccc2c(=O)n3c(nc2c1)SCC3	i	0.11	50
CC(=O)Nc1sc2c(c1-c1nc3ccccc3s1)CCN(C(C)C)C2	i	0.12	34
COc1ccccc1C1(CNS(=O)(=O)c2c(C)noc2C)CCOCC1	i	0.11	63
COc1ccc(S(=O)(=O)CC(=O)Nc2nc3c(Br)cccc3s2)cc1	i	0.046	42
COCCOC(=O)C1=C(C)NC(=O)NC1c1ccc(C(=O)O)cc1 (configuration not stated)	i	0.096	59
CC(C)S(=O)(=O)c1cccc(C(=O)Nc2cccc([N+](=O)[O-])c2)c1	i	0.039	52
O=C(Nc1ccccc1F)N1CCN(c2ccc(Nc3ccccn3)nn2)CC1	i	0.31	47
Cc1ccc(CNC(=O)c2snc(C(=O)NC(C)C)c2N)o1	i	0.13	61
COC(=O)N1CCC(CNC(=O)C(=O)Nc2ccccc2Cl)CC1	i	0.1	55
O=C(Cc1cccc2ccccc12)NCCOc1ccc(F)cc1	i	0.098	62
CC(O)(CNC(=O)CCSc1ccccc1)C1CC1 (configuration not stated)	i	0.096	57
Cc1ccc(C)c(C(=O)NCC2CCN(C(=O)c3cc4ccccc4o3)CC2)c1	i	0.024	33
CCOc1ccc(OCCNC(=O)c2cc3cccc(OCC)c3oc2=O)cc1	i	0.15	44
Cc1c(Cl)ccc2sc(N(CCN3CCOCC3)C(=O)C3CCCCC3)nc12	i	0.12	53
SMILES	AMPAR-TARP mod	AMPAR-TARP mod agonism max-min	AMPAR-TARP mod glutamate slope
O=C(Cc1cc(-c2ccc(F)cc2)on1)Nc1ccc(C(F)(F)F)cc1	i	0.084	39
CS(=O)(=O)Nc1ccc2c(c1)N(S(=O)(=O)c1ccccc1)CCC2	i	0.05	56
COc1ccccc1C1(CNC(=O)CCSc2ccccc2)CCOCC1	i	0.064	72
COc1ccc(-n2nnc(C(=O)OCc3nc(-c4ccc(C)cc4)oc3C)c2C)cc1	i	0.065	61
O=C(NCc1cccc(F)c1)NC1(c2nc(-c3cccnc3)no2)CCCCC1	i	0.048	64
CC(C)NC(=O)C(=O)Nc1ccc2c(c1)N(C(=O)C(C)C)CCC2	i	0.051	55
CCOc1ccc(-c2csc(NC(=O)C=C(C)C)n2)cc1	i	0.088	83
COc1ccc(S(=O)(=O)Nc2ccc3c(c2)CCCN3S(=O)(=O)c2ccc(F)cc2)cc1C	i	0.09	80
COc1ccc(S(=O)(=O)CCC(=O)Nc2nc3c(C)ccc(Cl)c3s2)cc1	i	0.08	80
O=C(NCCc1cccc(Cl)c1)C1c2ccccc2Oc2ccccc21	i	0.061	44
CCCOc1ccc(-c2csc(NC(=O)c3ccc(S(=O)(=O)C(C)C)cc3)n2)cc1	i	0.1	64
CN(Cc1ccccc1)S(=O)(=O)c1ccc(C(=O)Nc2ccc3ncsc3c2)cc1	i	0.054	48
Cc1ccc2nc(NC(=O)Cn3cnc(-c4cccs4)cc3=O)sc2c1	i	0.087	62
Cc1ccc2c(=O)c(-c3nc(-c4cccc(F)c4)no3)cn(CC(=O)Nc3ccccc3C)c2n1	i	0.032	33
CCCCN1CC(c2nc3ccccc3n2CCOC)CC1=O (configuration not stated)	i	0.053	40
CCOc1ccc(S(=O)(=O)N2CCN(CCO)CC2)c2ccccc12	i	0.055	50
COc1cc(OC)c(NC(=O)Cn2cnc3c(-c4ccc(C)cc4)csc3c2=O)cc1Cl	i	0.087	40
Cc1cc(OCC(O)CN)ccc1Cl (configuration not stated)	i	0.026	33
Cn1cccc1C(CNC(=O)C(=O)Nc1ccon1)N1CCc2ccccc2C1 (configuration not stated)	i	0.072	50
CC(C)c1ccc(NC(=O)CSC2=NC(C)(C)Nc3ccccc32)cc1	i	0.12	58
Cc1ccc(C(CNC(=O)C(=O)Nc2ccc3c(c2)OCO3)N(C)C)cc1 (configuration not stated)	i	0.034	39
CCc1nc2sc(C(c3ccccc3Cl)N3CCCCC3)c(O)n2n1 (configuration not stated)	i	0.084	56
Cn1cccc1C(CNC(=O)C(=O)NCc1ccc2c(c1)OCO2)N1CCCCCC1 (configuration not stated)	i	0.046	64
Cc1ccccc1OCC(O)Cn1c(N2CCCC2)nc2c1c(=O)n(C)c(=O)n2C (configuration not stated)	i	0.093	52
O=C(CC(Sc1n[nH]c(-c2ccccc2)n1)c1ccccc1)NCCc1ccccc1 (configuration not stated)	i	0.088	84

Part of the list above in another layout:
> O=C(CC(Sc1n[nH]c(-c2ccccc2)n1)c1ccccc1)NCCc1ccccc1 (configuration not stated)
- AMPAR-TARP mod: i
- AMPAR-TARP mod agonism max-min: 0.088
- AMPAR-TARP mod glutamate slope: 84

> COc1ccc(-n2nnc(C(=O)OCc3nc(-c4ccc(C)cc4)oc3C)c2C)cc1
- AMPAR-TARP mod: i
- AMPAR-TARP mod agonism max-min: 0.065
- AMPAR-TARP mod glutamate slope: 61

(cont.)
SMILES	AMPAR-TARP mod	AMPAR-TARP mod agonism max-min	AMPAR-TARP mod glutamate slope
COc1cc(C)c(S(=O)(=O)NCc2ccccn2)cc1C	i	0.09	71
Cn1ccnc1N1CCN(C(=O)c2ccc(C(C)(C)C)cc2)CC1	i	0.059	60
Cc1cc(S(=O)(=O)N2CCOC23CCN(C(=O)c2cc(=O)c4ccccc4o2)CC3)ccc1F	i	0.048	60
CCCN1C(=O)NC2(CCN(C(=O)c3cc4ccccc4oc3=O)CC2)C1=O	i	0.056	22
COc1ccc(-c2ccc(CCC(=O)N3CCOCC3)o2)cc1	i	0.11	48
CC(C)(C)C(=O)Nc1ccc(C(=O)NCCNC(=O)NC2CCCCC2)cc1	i	0.092	42
O=C(COc1ccccc1)N1CCC(CNS(=O)(=O)c2ccccc2Cl)CC1	i	0.069	63
FC(F)(F)c1cccc(Nc2nc(-c3cccnc3)nc3ccccc23)c1	i	0.1	3
O=C(Nc1cccc(Cl)c1)c1ccc(=O)n(Cc2ccc(Cl)cc2)c1	i	0.16	48
O=C(Cc1cc(-c2ccco2)on1)NC(c1ccccc1)c1ccccc1	i	0.042	31
O=C(Cc1cc(-c2ccccc2F)on1)NCCc1ccccc1	i	0.055	40
COc1ccc(F)cc1S(=O)(=O)NCC1CCN(C(=O)Oc2ccccc2)CC1	i	0.15	60
CCOC(=O)Cn1nc2c(c1N)CSC2	i	0.038	48
COc1ccc2nc(OC3CCN(C(=O)c4ccc(S(C)(=O)=O)cc4)CC3)sc2c1	i	0.11	36
CS(=O)(=O)N1CCCCC1C(=O)N1CC(=O)Nc2ccccc21 (configuration not stated)	i	0.096	58
Cc1ccc(-n2nnnc2CN2CCN(S(=O)(=O)c3cccs3)CC2)cc1	i	0.096	58
O=C(Nc1nnc(CCS(=O)(=O)c2ccccc2)o1)c1sc2ccccc2c1Cl	i	0.13	39
CCN1C(=O)c2cccc3c(NC(=O)c4ccc(S(=O)(=O)N(C)Cc5ccco5)cc4)ccc1c23	i	0.049	49
COc1ccccc1NC(=O)N1CCC2(CC1)NC(=O)N(CCc1ccccc1)C2=O	i	0.046	19
c1cnn(CCN2CCNCC2)c1	i	0.06	51
COc1ccc(-c2csc(NC(=O)/C(C)=C\C(=O)O)n2)cc1	i	0.082&0.042	55&112
CC1CN(c2ccc(Br)cc2)c2nc3c(c(=O)n(CC(=O)O)c(=O)n3C)n2C1 (configuration not stated)	i	0.11	80
Cc1cc(C(=O)Nc2ccccc2-c2nc3ccccc3[nH]2)on1	i	0.047	22
CC1CN(C)CCN1CC1CCN(C(=O)c2ccc(F)c(F)c2)CC1 (configuration not stated)	i	0.071	51
CC1CC(C)CN(C(=O)C(=O)c2cn(CC(=O)N3CCOCC3)c3ccccc23)C1 (configuration not stated)	i	0.063	62

The final 5 entries of the part above are carried over, then new ones follow.
SMILES	AMPAR-TARP mod	AMPAR-TARP mod agonism max-min	AMPAR-TARP mod glutamate slope
COc1ccc(-c2csc(NC(=O)/C(C)=C\C(=O)O)n2)cc1	i	0.082&0.042	55&112
CC1CN(c2ccc(Br)cc2)c2nc3c(c(=O)n(CC(=O)O)c(=O)n3C)n2C1 (configuration not stated)	i	0.11	80
Cc1cc(C(=O)Nc2ccccc2-c2nc3ccccc3[nH]2)on1	i	0.047	22
CC1CN(C)CCN1CC1CCN(C(=O)c2ccc(F)c(F)c2)CC1 (configuration not stated)	i	0.071	51
CC1CC(C)CN(C(=O)C(=O)c2cn(CC(=O)N3CCOCC3)c3ccccc23)C1 (configuration not stated)	i	0.063	62
O=c1ccc2cc(S(=O)(=O)Nc3cc(Cl)ccc3O)ccc2o1	+	0.21*	36*
CCCCc1ccc(Nc2nc(N3CCCC3)c3[nH]cnc3n2)cc1	i	0.15	38
CN(C)S(=O)(=O)c1ccc2c(c1)CCN2C(=O)c1ccc(S(=O)(=O)NC2CC2)cc1	i	0.078	47
CC(C)(C)C(=O)N1CCc2ccc(NC(=O)c3ccc(F)cc3Cl)cc21	i	0.064	41
Cc1ccc(CNC(=O)c2nnn(-c3ccccc3Cl)c2-c2ccncc2)o1	i	0.049	50
CN(C1CC1)S(=O)(=O)c1ccc(C(=O)Nc2c(C(N)=O)oc3ccccc23)cc1	i	0.13	78
Cc1ccc(S(=O)(=O)N(C)c2ccc(C(=O)n3nc(C)cc3C)cc2)cc1	i	0.083	76
COc1ccc(CNC(=O)N2CCC(c3nnc(-c4ccc(F)cc4)o3)CC2)cc1OC	i	0.076	54
CCc1c(C)nc(-n2nc(-c3ccco3)cc2NC(=O)c2cc(C3CC3)on2)[nH]c1=O	i	0.11	58
COC(=O)N1CCc2c(sc(NC(=O)c3ccc(Cl)cc3)c2-c2nc3ccccc3s2)C1	i	0.084	36
CC1CCN(S(=O)(=O)c2ccc(-c3nc(C#N)c(N4CCCCCC4)o3)cc2)CC1	i	0.14	76
CC(C)C(=O)Nc1ccc(C(=O)NCCNC(=O)c2ccc(C(C)(C)C)cc2)cc1	i	0.11	34
Cc1c(Cl)ccc2sc(N(Cc3ccccc3)C(=O)c3ccn(C)n3)nc12	i	0.093	45
COc1cc(NC(=O)CN2N=NC3C(=O)N(c4ccc(F)cc4)C(=O)C32)cc(OC)c1 (configuration not stated)	i	0.14	56
CCn1nnc2c(SCc3ccccc3Cl)ncnc21	i	0.038	29
O=C(NCC1CCN(Cc2cccs2)CC1)C(=O)Nc1ccc(C(F)(F)F)cc1	i	0.072	68
CC1(C)OB(c2ccc(OCCN3CCOCC3)cc2)OC1(C)C	i	0.057	57
CCCCN1CC(c2nc3ccccc3n2Cc2cccc(C)c2)CC1=O (configuration not stated)	i	0.12	59
COc1ccc(Cl)cc1NC(=O)C(=O)NCc1ccsc1	i	0.029	32
Cc1cn(C)nc1C(=O)Nc1sc(C)c(C)c1C#N	i	0.16	62
c1ccc(C2CCCNCC2)cc1 (configuration not stated)	i	0.05	15
CS(=O)(=O)c1ccc(CC(=O)Nc2nnc(-c3cccs3)o2)cc1	i	0.09	52
O=C1COc2ccc(NC(=O)c3cc(-c4ccco4)n(C4CCS(=O)(=O)C4)n3)cc2N1 (configuration not stated)	i	0.19	62
CCOC(=O)C1CCc2sc(NC(=O)Cc3c(C)[nH]c(=O)[nH]c3=O)nc21 (configuration not stated)	i	0.14	74
CS(=O)(=O)c1ccc(NC(=S)N2CCN(c3cccc(Cl)c3)CC2)cc1	i	0.09	61

In another format: entries from further up.
O=C(Nc1nnc(CCS(=O)(=O)c2ccccc2)o1)c1sc2ccccc2c1Cl
  AMPAR-TARP mod: i
  AMPAR-TARP mod agonism max-min: 0.13
  AMPAR-TARP mod glutamate slope: 39
CC(C)C(=O)Nc1ccc(C(=O)NCCNC(=O)c2ccc(C(C)(C)C)cc2)cc1
  AMPAR-TARP mod: i
  AMPAR-TARP mod agonism max-min: 0.11
  AMPAR-TARP mod glutamate slope: 34

Further entries follow:
SMILES	AMPAR-TARP mod	AMPAR-TARP mod agonism max-min	AMPAR-TARP mod glutamate slope
CC1CCN(C(=O)CSc2nnc3ccc(-c4ccco4)nn23)CC1	i	0.065	45
CCOc1ccc(-c2noc(CSc3nc4ccccc4c(=O)n3CC)n2)cc1	i	0.11	56
CCCOc1cn(-c2ccc(F)cc2)nc1C(=O)Nc1ccccc1OC	i	0.088	53
CC(C)CNC(=O)C(=O)NCC1CCN(Cc2cccs2)CC1	i	0.085	52
COc1ccc(CCNC(=O)c2nc(-c3cnccn3)no2)cc1	i	0.15	77
COc1ccc(-c2noc(-c3c(SC)nn(CC(=O)Nc4c(C)cccc4C)c3N)n2)cc1	i	0.16	47
Cc1cccc(OCCCn2cnc3ccccc32)c1	i	0.046	63
CCN1CCc2c(sc(NC(=O)c3ccc(C)c(C)c3)c2-c2nc3ccccc3s2)C1	i	0.097	57
COc1ccc(CCNC(=O)Cn2cnc3c(nnn3C)c2=O)cc1OC	i	0.087	64
Cc1nnc(NC(=O)c2c[nH]c3c(Cl)cccc3c2=O)s1	i	0.11	52
